Screening results deposited in PubChem by Center for Chemical Genomics, University of Michigan.
Dicer inh: blocks human Dicer maturation of pre-miR-21. cat-ELCCA pre-miR-21 Dicer processing, chemiluminescence; hits give high values. z-score at 25 µM. hit rate 6% among 47,000. AID 1347074; in the data active = z-score above about 3, passing the limit was not always enough;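 also: plate controls were vehicle for no effect and no enzyme for full effect; higher signal means more uncleaved substrate so more Dicer inhibition; strong numbers were not always called active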
Target sequence (Q9UPY3 whole entry, looked up): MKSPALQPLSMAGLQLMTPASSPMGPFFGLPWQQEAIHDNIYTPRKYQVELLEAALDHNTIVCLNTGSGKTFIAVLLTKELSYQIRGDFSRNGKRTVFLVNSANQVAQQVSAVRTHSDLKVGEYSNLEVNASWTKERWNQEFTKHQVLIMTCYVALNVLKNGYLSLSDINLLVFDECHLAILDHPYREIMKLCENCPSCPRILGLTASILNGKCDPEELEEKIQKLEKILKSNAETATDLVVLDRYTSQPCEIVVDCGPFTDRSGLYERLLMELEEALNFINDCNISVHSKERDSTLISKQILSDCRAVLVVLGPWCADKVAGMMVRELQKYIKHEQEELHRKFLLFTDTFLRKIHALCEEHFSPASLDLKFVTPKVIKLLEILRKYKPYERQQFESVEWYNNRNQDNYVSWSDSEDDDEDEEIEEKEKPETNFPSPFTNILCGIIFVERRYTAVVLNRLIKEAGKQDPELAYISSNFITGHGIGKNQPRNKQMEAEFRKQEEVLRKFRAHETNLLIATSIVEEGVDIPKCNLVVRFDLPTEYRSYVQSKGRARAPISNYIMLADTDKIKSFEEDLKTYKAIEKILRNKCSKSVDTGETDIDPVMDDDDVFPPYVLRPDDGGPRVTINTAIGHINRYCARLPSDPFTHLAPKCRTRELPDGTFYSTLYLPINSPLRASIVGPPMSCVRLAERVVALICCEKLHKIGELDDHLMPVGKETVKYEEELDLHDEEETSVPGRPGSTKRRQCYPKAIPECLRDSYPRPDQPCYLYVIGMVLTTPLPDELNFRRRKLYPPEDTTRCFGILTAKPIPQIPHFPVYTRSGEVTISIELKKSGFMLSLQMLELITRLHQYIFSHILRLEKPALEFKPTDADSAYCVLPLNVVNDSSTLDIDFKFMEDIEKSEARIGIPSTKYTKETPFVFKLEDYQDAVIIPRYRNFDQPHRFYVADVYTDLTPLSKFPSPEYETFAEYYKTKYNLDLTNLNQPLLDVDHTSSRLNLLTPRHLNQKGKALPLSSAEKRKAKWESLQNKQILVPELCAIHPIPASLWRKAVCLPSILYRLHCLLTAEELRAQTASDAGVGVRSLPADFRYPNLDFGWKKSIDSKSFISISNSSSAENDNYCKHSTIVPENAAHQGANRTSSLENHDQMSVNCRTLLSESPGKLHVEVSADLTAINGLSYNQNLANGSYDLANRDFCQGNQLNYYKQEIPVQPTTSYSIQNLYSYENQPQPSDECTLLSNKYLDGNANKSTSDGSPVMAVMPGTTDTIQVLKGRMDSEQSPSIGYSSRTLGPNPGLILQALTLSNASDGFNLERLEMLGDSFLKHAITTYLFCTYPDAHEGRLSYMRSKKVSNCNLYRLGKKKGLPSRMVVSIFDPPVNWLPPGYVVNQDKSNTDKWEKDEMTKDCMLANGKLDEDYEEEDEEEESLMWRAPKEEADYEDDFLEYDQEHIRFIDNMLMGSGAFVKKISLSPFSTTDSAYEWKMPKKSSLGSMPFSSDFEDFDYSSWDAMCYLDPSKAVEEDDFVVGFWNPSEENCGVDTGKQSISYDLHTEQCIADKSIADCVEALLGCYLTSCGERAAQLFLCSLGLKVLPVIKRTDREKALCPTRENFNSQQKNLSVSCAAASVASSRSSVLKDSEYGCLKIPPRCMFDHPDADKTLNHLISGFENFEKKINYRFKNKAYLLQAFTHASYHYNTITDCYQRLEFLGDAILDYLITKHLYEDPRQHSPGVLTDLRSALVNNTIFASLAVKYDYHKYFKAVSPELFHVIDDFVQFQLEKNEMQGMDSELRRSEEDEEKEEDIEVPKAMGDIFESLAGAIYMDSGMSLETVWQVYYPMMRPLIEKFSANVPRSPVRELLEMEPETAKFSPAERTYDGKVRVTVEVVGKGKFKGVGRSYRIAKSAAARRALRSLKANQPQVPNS
Active calls of the source: *.

SMILES	Dicer inh
CCCc1nc(-c2ccc(-c3cccc(OC)c3)nc2OC)no1	-1.35
CCN(C(=S)Nc1ccccc1OC)c1ccccc1	2.13
O=C(Cn1nc(-c2ccccc2)c2ccccc2c1=O)c1ccc(Br)cc1	-0.09
COCCN1C(=O)C(=O)/C(=C(/O)c2ccccc2)C1c1cc(OC)ccc1OC (stereo not drawn)	-4.36
C=CCN(CC=C)Cc1c(C)[nH]c2ccc(C)cc2c1=O	1.46
COC(=O)C1=NNC2C(=O)N(c3ccccc3Br)C(=O)C12 (stereo not drawn)	0.03
Cc1ccc2oc3c(c(=O)c2c1)C(c1ccc(O)cc1)N(c1nc(C)c(C)s1)C3=O (stereo not drawn)	-0.16
c1ccc2c(c1)nc(N1CCCC1)c1nncn12	1.25
CN1CCCCC(C2=C(Cl)C(=O)CCC2)C1=O (stereo not drawn)	-0.66
CC(CO)(CO)NC(=S)Nc1ccc(F)cc1	5.78*
O=C1OC(c2cccnc2Oc2ccc(Cl)cc2)=N/C1=C\c1ccc(C(F)(F)F)cc1	0.22
Cc1ccc(S(=O)(=O)/N=S(\C)c2ccccc2)cc1 (stereo not drawn)	-0.1
CN(C)S(=O)(=O)c1cccc(-c2cn3cccnc3n2)c1	-0.39
Clc1ccc(Oc2ncnc3c2nnn3Cc2ccccc2)cc1	-1.01
COC(=O)c1sccc1-c1ccc(CN2CCN(c3ccccc3)CC2)o1	-0.35
COC(=O)c1sc2ccccc2c1Cl	-0.81
C=COC(=O)CSc1nc(C)c(CC)c(C)c1C#N	2.46
COc1ccc(C2C(C(=O)OC(C)C)=C(C)NC3=C2C(=O)CCC3)cc1Br (stereo not drawn)	0.85
CN(C)/C=N/C(=S)N1CCOCC1	-0.76
Cc1occc1-c1nnc(SCC(=O)c2ccc(Oc3ccccc3)cc2)o1	-3.29
O=c1cc(-c2ccc(O)c(O)c2)oc2cc(O)cc(O)c12	11.6*
Nc1ccc(S(=O)(=O)Nc2c(F)cccc2Cl)cc1	-0.74
CC1=C(C(=O)OCC(C)C)C(c2ccccc2)C2=C(CC(c3ccccc3)CC2=O)N1 (stereo not drawn)	3.6*
Cc1cccc(-n2nc(C)c3c(C)cc(=O)oc32)c1	1.19
CSc1c(NC(=O)/C=C\C(=O)O)cccc1C(F)(F)F	-0.03
CCOC(=O)C1=C(C)NC2=C(C(=O)CC(c3ccc(OC)cc3)C2)C1c1ccc(OC)cc1 (stereo not drawn)	1.28
O=C(/C=C/Sc1ccc(Br)cc1)c1ccc(Cl)cc1	-0.51
O=C(O)CNC(=O)/C=C/c1ccccc1	-0.57
CCCC(=O)O[C@@H]1C(=O)c2ccccc2O[C@H]1c1ccccc1	1.42
O=C(NNC(=S)Nc1ccccc1C(F)(F)F)C1CC1	-0.83
Clc1nc(SCc2ccccc2)nc2ccccc12	-0.98
CCOC(=O)c1c(NC(=O)Cc2cccs2)sc(C(=O)N2CCOCC2)c1C	-0.9
CCOC(=O)C1CCN(S(=O)(=O)c2cccc3cccnc23)CC1	1.33
CCOC(=O)c1cc(C)nc(Sc2ccccc2NC(=O)c2ccccc2)c1C#N	-2.61
Cc1cc(C)n(-c2ccccc2O)n1	0.07
CCc1nc(CN2CCN(c3ccc(F)cc3)CC2)c(C)[nH]1	-0.43
N/C(=N\NC(=O)c1cccnc1)c1ccccn1	-4.79
O=C(O)C(c1ccccc1)C1CCCC1 (stereo not drawn)	-1.69
Cc1nc(S(=O)(=O)NCc2cc(F)cc3c2OCOC3)cn1C	1.6
FC(F)(F)c1cc(C(F)(F)F)n2nc(-c3ccc(Cl)cc3)cc2n1	-0.11

Fetched by compound from above:
SMILES	Dicer inh
Clc1nc(SCc2ccccc2)nc2ccccc12	-0.98
CCOC(=O)C1=C(C)NC2=C(C(=O)CC(c3ccc(OC)cc3)C2)C1c1ccc(OC)cc1 (stereo not drawn)	1.28
CCN(C(=S)Nc1ccccc1OC)c1ccccc1	2.13

(more compounds)
SMILES	Dicer inh
CS(=O)(=O)n1nccc1-c1ccc(Oc2cccc(Cl)c2C#N)cc1	0.04
CSc1sc(Cl)c(-c2ccc(Cl)cc2)c1C#N	-0.39
CCc1ccc(Oc2c(C(F)(F)F)oc3c(CN(C)C)c(O)ccc3c2=O)cc1	-0.87
CCOC(=O)COc1ccc2c(=O)c(Oc3ccccc3Br)c(C(F)(F)F)oc2c1	1.99
Cc1ccc(-c2cc3nccc(-c4cc(F)ccc4O)n3n2)cc1	-3.13
Cn1c(NC(=O)c2cccc(Cn3cc(Cl)cn3)c2)nc2ccccc21	0.85
Cc1ccsc1/C=C/NC(=O)Nc1ccc(F)cc1F	-0.14
CCOC(=O)N1CCN(S(=O)(=O)c2ccc(C(F)(F)F)cc2)CC1	-0.42
CCc1cc2c(=O)n(CC(=O)O)cnc2s1	1.36
COC(=O)Cn1nc(-c2ccccc2)c2ccccc2c1=O	0.42
Cc1cccc(-c2nc(S(=O)(=O)c3ccccc3)c(N3CCOCC3)o2)c1	0.9
CC1(C)CC(=O)c2cnc3[nH]n(-c4ccccc4)c(=O)c3c2C1	0.44
O=S(=O)(Nc1cccnc1Oc1ccc(Cl)cc1)c1ccc(Cl)cc1	-0.24
O=C(CSc1nc2ccccc2o1)NCc1n[nH]c(=O)c2ccccc12	0.83
Cc1cccnc1Nc1nc(-c2ccncc2)cs1	1.56
CC(=NC(=S)c1ccc(Cl)cc1)N(C)C	0.12
CCOC(=O)N1c2ccc(C(C)C)cc2C=CC1C#N (stereo not drawn)	-0.91
CC12C=CC(O1)C1C(=O)N(c3ccc(C(=O)O)cc3)C(=O)C12 (stereo not drawn)	-0.17
CCOC(=O)c1c(C)nn(-c2ccc(NC(=O)Nc3cccc(Cl)c3C)cc2)c1C	-1.68
COC(=O)c1ccc(C2Nc3ccc(OC)cc3C3C=CCC32)cc1 (stereo not drawn)	-1.42

An excerpt of these results, with each value named:
CC1(C)CC(=O)c2cnc3[nH]n(-c4ccccc4)c(=O)c3c2C1
  Dicer inh: 0.44
CCOC(=O)N1CCN(S(=O)(=O)c2ccc(C(F)(F)F)cc2)CC1
  Dicer inh: -0.42
O=C(CSc1nc2ccccc2o1)NCc1n[nH]c(=O)c2ccccc12
  Dicer inh: 0.83
CCOC(=O)c1c(C)nn(-c2ccc(NC(=O)Nc3cccc(Cl)c3C)cc2)c1C
  Dicer inh: -1.68

Continued.
SMILES	Dicer inh
CC(C)CN=C1NS(=O)(=O)c2ccccc21	2.44
CSc1nc(-c2ccccc2)[nH]c(=O)c1C#N	0.47
Cc1ccc(C2Nn3c(C)nnc3SC2C(=O)Nc2ccc(C)c(Cl)c2)cc1 (stereo not drawn)	-2.44
COc1ccc(NC(=O)OC(C)C)cc1	3.49*
COC(=O)c1csc(S(=O)(=O)NCc2ccc(S(N)(=O)=O)cc2)c1OC	0.51
O=S(=O)(NC1CCN(Cc2ccccc2)CC1)c1cccc(C(F)(F)F)c1	3.01*
C1CN(c2nsnc2OCCOc2nsnc2N2CCOCC2)CCO1	-0.25
C=C(C)c1cccc(C(C)(C)NC(=O)N2CCN(C(=O)OCC)CC2)c1	-0.57
COc1ccc(CN2C(=O)C(C)SC2c2cccnc2)cc1 (stereo not drawn)	15.4
CCN(CC)c1ccc(C#N)cc1[N+](=O)[O-]	0.04
Fc1ccc(Cn2c(-c3cncs3)nc3ccccc32)cc1	2.43
COc1cccc(CNc2ncc(-c3ccc(Br)cc3)n2C)c1	1.07
CC1=C(C(=O)OCC2CCCO2)C(c2cccc(C)c2)C2=C(CCCC2=O)N1 (stereo not drawn)	0.61
CCOC(=O)COc1nc(-c2ccccc2)cc(-c2ccccc2)c1C#N	0.94
COC(=O)c1scc(S(=O)(=O)C(C)C)c1N/N=C/c1ccccc1Cl	-0.14
COc1ccccc1OC(C)C(=O)O (stereo not drawn)	2.67
Cc1cnc(NC(=O)c2cc(Cl)sc2Cl)c(C)n1	0.73
CC(=O)Nc1ccc(S(=O)(=O)NCCN2CCNC2=O)cc1Cl	0.81
CCOC(=O)C1CCN(S(=O)(=O)c2cn(C)c(C)n2)CC1	1.53
CCOC(=O)Cc1nn(CC(N)=S)c(=O)c2ccccc12	-1.2

Already shown: 2 of the compounds above.
SMILES	Dicer inh
CCOC(=O)C1CCN(S(=O)(=O)c2cn(C)c(C)n2)CC1	1.53
CCOC(=O)Cc1nn(CC(N)=S)c(=O)c2ccccc12	-1.2

Carrying on.
SMILES	Dicer inh
Fc1ccccc1Nc1ncnc2c1oc1ccccc12	0.44
CCCCOc1ccc(C2c3c(oc4ccccc4c3=O)C(=O)N2c2nnc(C)s2)cc1 (stereo not drawn)	-0.34
Cc1ccc(CSc2ncc(C(F)(F)F)cc2Cl)cc1	1.21
CC1(C)CCC(=O)N(c2ccc(OC(F)(F)F)cc2)C1=O	1.98
CCOC(=O)CNC(=O)c1cccnc1Sc1ccc(C)cc1	5.16
COC(=O)c1cscc1NC(=O)c1nccnc1C(=O)O	-2.6
CCOC(=O)C1=C(C)N=C2SCCC(=O)N2C1c1ccccc1 (stereo not drawn)	-0.6
CC(=O)SCC[N+](C)(C)C	-2.3
CCCCOc1c(Nc2cccc(OC)c2)c(=O)c1=O	8.65
Cc1ccc(S(=O)(=O)Nc2cccc(CCc3ccccn3)c2)cc1	-0.8
CN(C)/C=C1\CSc2ccc(Cl)cc2C1=O	-0.06
CCOC(=O)CSCc1noc(COc2ccc(Cl)cc2Cl)n1	-0.51
CCCCNC(=O)Oc1ccc(C2=NCCS2)cc1	-0.35
CCOC(=O)N/N=C1\CCS(=O)(=O)c2ccc(Cl)cc21	-1.23
N#CC1=C(Nc2ccccc2Cl)SC(c2c(Cl)cccc2Cl)NC1=O (stereo not drawn)	1.21
CCOC(=O)C(C(=O)OCC)C1CCS(=O)(=O)C1 (stereo not drawn)	-0.85
c1ccc(-c2cc3ncnc(N4CCSCC4)c3s2)cc1	11.7
CCOC(=O)c1cnn(-c2ncnc3sc(-c4ccccc4)cc23)c1N	-1.08
COc1ccc(C(=O)COC(=O)C2C3CCC(C3)C2C(=O)c2ccccc2)cc1 (stereo not drawn)	1.13
Cc1csc2c(=O)sc(NC(=O)c3ccc(C(C)(C)C)cc3)nc12	0.15

Entries listed so far containing an NH in an aromatic ring, in the order listed:
SMILES	Dicer inh
C=CCN(CC=C)Cc1c(C)[nH]c2ccc(C)cc2c1=O	1.46
CCc1nc(CN2CCN(c3ccc(F)cc3)CC2)c(C)[nH]1	-0.43
CC1(C)CC(=O)c2cnc3[nH]n(-c4ccccc4)c(=O)c3c2C1	0.44
O=C(CSc1nc2ccccc2o1)NCc1n[nH]c(=O)c2ccccc12	0.83
CSc1nc(-c2ccccc2)[nH]c(=O)c1C#N	0.47

Additional records.
SMILES	Dicer inh
Cc1nn(C)c2oc(=O)c(Cl)c(C)c12	-0.5
CN(C)CCCN1C(=O)C(O)=C(C(=O)c2cc3ccccc3o2)C1c1ccccc1 (stereo not drawn)	1.5
Cc1nc2c(C)cccc2c2c1CCN2c1ccccc1F	3.21*
CCCC12CN(C(=O)CC(C)C)CC(CCC)(CN(C(=O)CC(C)C)C1)C2=O	1.03
CCC(C(=O)NNC(=O)c1ccc(OC)cc1)c1ccccc1 (stereo not drawn)	37.8
Cc1sc2ncnc(SCC(=O)NCc3ccco3)c2c1C	0.61
COc1cc(C2C(C(=O)OC(C)C)=C(C)NC3=C2C(=O)CC(c2ccccc2)C3)cc(Cl)c1O (stereo not drawn)	1.26
Cc1nnc(N2C(=O)C(O)=C(C(=O)c3cccs3)C2c2cccc(Oc3ccccc3)c2)s1 (stereo not drawn)	0.62
CC1CN(c2ccc(Cl)cc2)c2nc3c(c(=O)n(CC(=O)O)c(=O)n3C)n2C1 (stereo not drawn)	-0.03
COc1ccc(Cc2nc(-c3ccc(OC)cc3)no2)cc1	0.51
CCOC(=O)c1sc(NC(=O)C2COc3ccccc3O2)c(C(=O)OCC)c1C (stereo not drawn)	3.29*
N#Cc1c(OCC(F)(F)F)cccc1OCC(F)(F)F	-1.05
O=c1c(Cc2ccc(Cl)cc2)csc2ccccc12	0.19
CC(C)c1cccc2c1OC(C(C)C)C(=S)N2CC(=O)O (stereo not drawn)	-0.6
COC(=O)C1=C(C)NC(C)=C(C(=O)OC)C1c1ccccc1[N+](=O)[O-]	11*
CC(C)CN1C(=O)C(=O)/C(=C(\O)c2ccc(Cl)cc2)C1c1ccccn1 (stereo not drawn)	-0.62
Oc1ccc(CCc2n[nH]c(=S)n2-c2ccc(F)cc2)cc1	-0.92
CC1=C(CC(=O)O)c2cc(F)ccc2/C1=C\c1ccc(S(C)=O)cc1 (stereo not drawn)	-0.36
Cc1cc(C)c(-n2nnnc2SCC(=O)Nc2ccc(C(F)(F)F)cc2)c(C)c1	-1.01
CCOC(=O)c1cnc(COc2ccccc2Cl)[nH]c1=O	-0.12
CCCCc1ccc(NC(=O)NC2CCN(c3nccc(C(F)(F)F)n3)CC2)c(C)c1	2.06
Cc1ccc(C)n1-c1ccsc1C(=O)NNC(=O)/C=C/c1ccccc1	0.01
Cc1nc(-c2cc(C(C)(C)C)c(O)c(C(C)(C)C)c2)cs1	3.29
Cn1c(=O)c2c(nc(N=Nc3c(O)[nH]c4cc(Br)ccc34)n2C)n(C)c1=O	-2.23
Cc1nn(C)cc1CN(C)C(=O)c1cc2n(n1)C(C(F)(F)F)CC(c1ccc3c(c1)OCO3)N2 (stereo not drawn)	-1.17
CCOc1ccc(S(=O)(=O)Nc2cc(C)ccn2)c(C)c1C	0.29
O=C(O)CSCC(=O)N1CCc2c([nH]c3ccccc23)C1C(F)(F)F (stereo not drawn)	-0.72
C#CCSc1nc(=O)c2cccnc2n1-c1ccc(C)cc1	-1.11
CCn1c2ccccc2c2nnc(SCC(=O)Nc3nccs3)nc21	-0.25
CSc1sc(-c2nc(C(C)(C)C)cs2)c2c1C(=O)CCC2	0.15
Cc1c(N)cccc1-c1nn2c(C)nnc2s1	0.16
CC(=O)OCCOCn1cnc2c(=O)[nH]c(N)nc21	0.33
Cc1ccc(N2C(=O)C3C(c4cccc(Cl)c4)OC4(C(=O)c5ccccc5C4=O)C3C2=O)cc1 (stereo not drawn)	-0.61
COc1ccc(N2C(=O)CC(N3CCN(c4ccccn4)CC3)C2=O)cc1 (stereo not drawn)	1.56
CCOC(=O)c1c(NC(=O)/C=C/C(=O)O)sc(C)c1-c1ccccc1	4.7

A portion of the library. The share of hits here may be higher or lower than overall.
